Source: PubChem BioAssay
GLP1R inv ag: GLP-1 receptor (human) inverse agonism. P43220. HEK293 GLP-1R CRE-luciferase, luminescence, 24 h; GLP-1R form is constitutively active. Potency, µM (highest dose often 38.3 µM), without a hit: at the highest dose activity change, negative = inhibition, most hits filed as inhibitors. actives 1.6% (n = 410,000); also: % is scaled to controls: 0 for no effect and ±100 for the full control effect; nearly all actives have a fitted effect of over 55% in size
Target sequence (P43220 whole entry, looked up): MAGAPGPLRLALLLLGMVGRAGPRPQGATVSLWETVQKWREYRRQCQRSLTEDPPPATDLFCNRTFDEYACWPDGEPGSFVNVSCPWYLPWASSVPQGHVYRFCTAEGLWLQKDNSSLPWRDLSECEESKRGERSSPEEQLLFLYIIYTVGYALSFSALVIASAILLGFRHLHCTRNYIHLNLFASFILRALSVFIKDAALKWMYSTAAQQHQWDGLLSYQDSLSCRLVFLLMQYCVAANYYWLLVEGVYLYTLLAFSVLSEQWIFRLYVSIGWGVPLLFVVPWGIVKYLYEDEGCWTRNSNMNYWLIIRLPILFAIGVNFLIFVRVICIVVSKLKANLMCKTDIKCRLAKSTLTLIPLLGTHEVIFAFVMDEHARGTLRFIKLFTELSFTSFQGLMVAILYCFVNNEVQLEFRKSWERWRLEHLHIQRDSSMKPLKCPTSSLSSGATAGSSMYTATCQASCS
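Stable HEK293 clone (constitutively active GLP-1R + cAMP-response luciferase); 200 cells/uL plated, 12 h pre-culture, compound 24 hr, 37 deg C/5% CO2; detection reagent 12 min RT; luminescence.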
TDP-43 yeast inh: rescues yeast growth from TDP-43 toxicity; Potency, µM (top dose mostly 46.1 µM), for the others: at the highest dose growth rescue (activation), usual class: activators; actives 1.8% (n = 410,000); TDP-43 expressing yeast growth rescue, BacTiter-Glo, 24 h; also: % of control where 0% means no effect; nearly all actives have a fitted effect of over 50% in size
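Yeast cells expressing TDP-43 under galactose induction are exposed to compounds for 24 hr at 30 deg C. BacTiter-Glo luminescence measures growth, so protective compounds score as activators.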
KB-V1 MDR tox: KB-V1 MDR subline cytotoxicity; KB-V1 MDR cells viability, CellTiter-Glo, 72 h; Potency, µM (titrated, usually from 46.1 µM), for inactives: at the top dose activity change, negative = cytotoxicity, usual class: cytotoxic; actives 3.4% (n = 400,000); also: % is scaled to controls: 0 for no effect and ±100 for the full control effect; nearly all actives have a fitted effect of over 60% in size
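Cytotoxicity toward P-gp-expressing KB-V1 cells was determined as loss of CellTiter-Glo luminescence after 72 h at 37 degrees C. Compounds were tested in quantitative HTS format across a concentration range, with curves fitted to normalized data.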
HT1080NT lethal: kills 2HG-producing HT-1080-NT fibrosarcoma cells | Potency, µM (series often up to 46.1 µM), for the others: at the top dose activity, negative = less viability, hits mostly cytotoxic | AID 686970 | HT-1080-NT fibrosarcoma viability, CellTiter-Glo ATP luminescence, 48 h | actives 1.6% (n = 360,000);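 also: NT is the 2HG producing partner of a matched IDH1 knockdown line; 0% = DMSO-treated cells and -100% = media-only wells without cells; nearly all actives have a fitted effect of over 55% in size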
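Viability of the 2HG-overproducing fibrosarcoma line after 48 hours of compound exposure at 37 degrees C was determined by luminescence with CellTiter-Glo, and concentration-effect curves were then fitted and categorized.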
SW480 rerep: DNA re-replication induction in SW480 cells | Potency, µM (top dose mostly 46.1 µM), for inactives: at the highest dose re-replication activation, most hits filed as activators | SW480 DNA re-replication, Hoechst DNA content imaging, 48 h | actives 1.8% (n = 340,000); also: % of control where 0% means no effect; nearly all actives have a fitted effect of over 55% in size
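250 cells/well; 23 nL cpd via pin tool; 48 hr, 37 C, 5% CO2; Hoechst 40 min; imager read of total nuclear intensity, ex 405/em 500-530 nm.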
GLP1R ag: activates the human GLP-1 receptor | P43220 | HEK293 GLP-1R CRE-luciferase, luminescence, 4-6 h; cells express a hypersensitive GLP-1R form | Potency, µM (doses to about 45.6 µM), for the others: at the top dose activation, hits mostly activators | actives 0.007% (n = 380,000) | AID 624172; also: % of control where 0% means no effect
GLP1R cytotox: cytotoxicity in counter-screen for GLP-1R inverse agonists. HEK293 cAMP-luciferase reporter cells, luminescence, 24 h. Potency, µM (titrated, usually from 38.3 µM), for the others: at the top dose activity change, negative = inhibition, usual class: inhibitors. actives 0.13% (n = 410,000). AID 624418;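 also: loss of luciferase light is scored as toxicity; % is scaled to controls: 0 for no effect and ±100 for the full control effect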
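To flag toxic compounds, the library was rerun on cells for 24 hr at 37 deg C and 5% CO2. Viability-linked luminescence was captured 12 min after adding luciferase detection reagent.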
HT1080 IDH1KD tx: HT-1080 IDH1 knockdown cell toxicity (counter line); HT-1080 IDH1 knockdown viability, ATP luminescence, 48 h; Potency, µM (series often up to 46.1 µM), without a hit: top-dose activity, negative = toxicity, actives largely listed as cytotoxic; actives 2% (n = 360,000); AID 686971;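 also: 0% = DMSO wells and -100% = cell-free medium wells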
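Luminescent ATP read-out (CellTiter-Glo, 10 min at room temperature) after 48 h compound exposure at 37 °C gave viability of IDH1-knockdown HT-1080 cells. Activity was normalised to DMSO and cell-free wells, then fitted as concentration-response curves.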
KB-3-1 cytotox: KB-3-1 parental cell cytotoxicity; KB-3-1 viability, CellTiter-Glo ATP luminescence, 72 h; Potency, µM (doses to about 46.1 µM), for inactives: at the highest dose activity change, negative = cytotoxic, actives largely listed as cytotoxic; actives 1.4% (n = 400,000); AID 1347075; also: % is scaled to controls: 0 for no effect and ±100 for the full control effect; nearly all actives have a fitted effect of over 60% in size
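Parental KB-3-1 adenocarcinoma cells in phenol-red-free DMEM with 10% FBS were pin-treated with compounds at several concentrations, incubated 72 h at 37 °C, and viability read by CellTiter-Glo luminescence; concentration-effect curves were fitted after normalization.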
Numbers without * were called inactive; ? = inconclusive; · = not tested or not shown; & = joins results of further samples; [ ] = remark or other dose. Calls follow the shape of the dose curve; as a rule, active = well fitted curve in the direction sought with a large enough effect; inconclusive = small, poorly fitted or top-dose-only effect, or another doubt; inactive = no such curve, though single readings can be large; an effect the other way counts as inactive or inconclusive. Potency is read from the fitted curve at half-maximal effect.

Below each compound – KB-V1 MDR tox, HT1080 IDH1KD tx, SW480 rerep, GLP1R ag, GLP1R inv ag, TDP-43 yeast inh, GLP1R cytotox, KB-3-1 cytotox, HT1080NT lethal
COc1ccccc1-n1cnc(N)c1C(=O)c1ccccc1
  0%, 26µM*, 15µM*, -11%, ?, -7%, -9%, 0%, ?
CCn1c(SCC(=O)N2CCN(c3ccc(Cl)cc3)CC2)nc2ccccc2c1=O
  2.6µM*, 5%, -3%, 4%, -9%, 15%, -23%, -13%, 11%
CN(C(=O)c1cccc(NC(=O)Cc2cccc(NC(=O)C3CCCN(C(=O)c4ccccc4)C3)c2)c1)C1CC1 (stereo not given)
  9%, 9%, -36%[inhibitor][9.22 µM], 0%, 7%, 20%, 1%, 10%, 12%
COc1ccccc1Oc1ccc(S(=O)(=O)N2CCCC2)cc1
  0%, -27%, -4%, 6%, 0%, 5%, 0%, -22%, 1%
COc1ccc2c(c1)OC[C@H]1[C@H]2N2C(=O)CN(Cc3ccco3)C(=O)[C@@]2(C)[C@H]1c1ccccc1
  -2%, -1%, 2%, 4%, ?, -22%, 8%, ?, 0%
COc1ccc(-c2cc(C)no2)cc1S(=O)(=O)NCc1cccs1
  0%, ·, ·, ·, ?, -13%, -27%, ?, ·
Cc1c(NC(=O)COC(=O)c2ccc(S(=O)(=O)N3CCOCC3)cc2)c(=O)n(-c2ccccc2)n1C
  3%, 11%, -2%, -1%, -2%[7.66 µM], -1%, -1%[7.66 µM], -16%, 17%
CCOC(=O)C1=C(COC(=O)CNC(=O)c2cccc(C)c2)NC(=O)NC1C (stereo not given)
  3%, 6%, -2%, 5%, 11%, 18%, 11%, ?, 4%
CCCCn1c(N)c(N(CCOC)C(=O)COC(=O)/C=C/c2ccc(Br)cc2)c(=O)[nH]c1=O
  0%, -2%, -4%, 10%, -19%, -4%, -1%, -2%, -1%
O=C(CCN1C(=O)/C(=C/c2ccc(Cl)cc2)SC1=S)Nc1cccnc1
  18%, 18%, 13%, 3%, -5%, -24%, 1%, 0%, 12%
C[C@@H]1CN([C@@H](C)CO)C(=O)c2cccc(NS(=O)(=O)c3ccc(F)cc3)c2O[C@H]1CN(C)C(=O)NC1CCCCC1
  6%, 1%, 7%, 18%, 12%, 1%, 6%, 9%, 3%
CCOC(=O)c1[nH]c(C)c(C(=O)N(CC)CC)c1C
  -8%, 2%, -5%, -5%, 7%, -4%, -11%, 1%, 14%
CSc1ccc(C(O)c2ncc(-c3ccccc3Cl)[nH]2)cc1 (stereo not given)
  -1%, 14%, ·, 7%, ?, 17%, 5%, 0%, 17%
O=C(Cn1nnc(-c2ccc(CN3CCOCC3)cc2)n1)Nc1nc(-c2ccccc2)cs1
  18µM*, -15%, 7%, 1%, -7%, 4%, -10%, -21%, ?
CCc1c(C)sc2c1CCN(Cc1ccc(C#N)cc1)C2c1ccccc1 (stereo not given)
  -12%, ·, ·, ·, ?, -3%, -14%, -3%, ·
CC(=O)Nc1ccc(SCC(=O)NCCc2ccc(F)cc2)cc1
  -24%, -7%, 3%, 3%, -13%, -23%, 7%, ?, ?
Cc1c(Br)ccc(NC(=O)COc2ccccc2C(N)=O)c1C
  ?, -9%, -3%, 5%, 1%, 11%[9.22 µM], 2%, -17%, 1%
CN1C(=O)N(CC(=O)Nc2sccc2C(N)=O)C(=O)C12CCCCC2
  -11%, -2%, ?, -1%, 3%, -8%, 20%, -5%, -3%
O=C(CC1C(=O)NCCN1C(=O)Nc1ccccc1)Nc1ccc(F)cc1 (stereo not given)
  8%, 2%, 2%, 1%, -18%, -4%, 6%, 1%, -10%
CC(C)NCC(O)COCCOc1ccc(Cl)cc1 (stereo not given)
  2%, -6%, ?, 10%, -18%, 13%, 1%, 0%, 1%
Fc1ccc(-c2cc(C(F)(F)F)nc(NCc3ccccc3)n2)cc1
  -19%, ·, ·, 0%, -18%, 10%, 2%, -1%, ·
O=C1C2C3CCCC3=C3CCCC3C2C(=O)N1c1ccc(F)cc1 (stereo not given)
  0%&0%, -6%, 0%, -4%, -17%, -3%, 19%, 1%&14%, -4%
NC(=O)c1c(NC(=O)c2cnccn2)sc2c1CCCC2
  4%, 0%, -2%, 3%, 57%[activator], 19%, -2%, -11%, 14%
Cc1cc(C)nc(-n2ncc(C#N)c2N)n1
  7%, 1%, -2%, 16%, 26%, -1%[0.397 µM], -3%, 0%, 2%
Cc1cccc2cc(C#N)c(SCC(=O)Nc3ccccc3N3CCOCC3)nc12
  -9%, -1%, 9%, -4%, 3%, 3%, -1%, -11%, -4%
CCOC(=O)c1sc(NC(=O)c2cc(CC)on2)c(C(=O)OCC)c1C
  0%, ·, ·, ·, 2%, ?, 5%, -10%, ·
COC(=O)c1cnn2c3c(c(C)nc12)CCCC3
  2%, -3%, -3%, -11%, 0%, -17%, -1%, 1%, 11%
Cc1ccc(S(=O)(=O)NCCNC(=O)c2nonc2N)cc1
  ?, 8%, 2%, -2%, 1%, 16%, -12%, 9%, 9%
O=C(CN1CCN(c2ccccn2)CC1)Nc1ccccc1C(=O)Nc1ccccc1
  ?, 0%, ?, 22%, -6%, -5%, -5%, -2%, -15%
C=CCn1c(N)c(C(=O)N2CCOCC2)sc1=S
  11%, -15%, -1%, 3%, 18%, -14%, 16%, -13%, -3%
CC(=O)N(Cc1cccnc1)Cc1cc2ccc(C)cc2[nH]c1=O
  0%, 9%, -17%, -8%, 8%, -15%, -13%, 0%, 9%
Cc1cc(Br)ccc1SCC(=O)OCC(=O)Nc1ncc(C(F)(F)F)cc1Cl
  -1%, 4%, 6%, -9%, 7%, 18%, -1%[1.53 µM], -1%, 0%
Cc1c(Cl)cccc1NC(=O)[C@@H](NC(=O)c1ccccc1Cl)C(C)C
  -4%, -5%, -1%, 3%, -8%, -5%, 2%, -17%, 0%
CC(=O)NC(c1cccc(F)c1)c1nc(-c2cccc(C(F)(F)F)c2)cs1 (stereo not given)
  0%, 19%, ·, 17%, -28%, 18%, -7%, 0%, 5%
O=C(Nc1ccon1)Nc1ccc(Cl)cc1Cl
  17%, -15%, 3%, 12%, ?, ?, 1%, -1%, -8%
CC1CCCC(NC(=O)C2CCC(CNc3c(N4CCCC4)c(=O)c3=O)CC2)C1C (stereo not given)
  -1%, 3%, -6%, 0%, -8%, 6%, 1%, 6%, -7%
Cc1coc2cc3oc(=O)c(CCC(=O)N4CCC(C(=O)O)(c5ccccc5)CC4)c(C)c3cc12
  16%, 6%, -8%, -2%, 0%, -16%, 3%, 0%, 8%
CCN(c1ccccc1)S(=O)(=O)c1ccc(Cl)c(C(=O)N2CCCC2)c1
  -5%, 1%, -8%, -7%, ?, 13%, -15%, -16%, 12%
O=C(Cn1c(=O)oc2ccccc21)Nc1n[nH]c(=S)s1
  0%, -17%, -2%, -2%, 8%, 12%, -2%, 6%, 0%
CCOC(=O)N1CCN(CC(O)c2c[nH]c3ccccc23)CC1 (stereo not given)
  0%, -9%, -2%, 1%, -13%, 0%, -2%, ?, -5%
COCCN1CCC(CNCc2c(C(=O)N3CCCCC3)nc3c(C)cccn23)C1 (stereo not given)
  10%, 3%, -27%, 3%, 0%, 2%, -21%, 4%, 10%
CCOC(=O)c1cc(C)n(-c2c(C)n(C)n(-c3ccccc3)c2=O)c1C
  0%, -4%, -6%, 1%, 17%, -10%, 13%, 0%, -2%
COCCN(CCOC)C(=O)c1c[nH]c2ccc(S(=O)(=O)N(C)c3ccc(F)cc3)cc2c1=O
  -2%, 8%, -3%, -7%, -8%, -12%, 3%, -7%, 7%
CC(C)(C)c1nnc(NC(=S)Nc2ccccc2)s1
  8%, 1%, 8%, -2%, 38%[activator], 11%, ?, -2%, -4%
O=C(CNC(=O)c1ccco1)OC(C(=O)c1ccccc1)c1ccccc1 (stereo not given)
  1%, 15%, -3%, 1%, 4%, -6%, -15%, 2%, 12%

An excerpt from above in order of the GLP1R ag value, lowest first:
Compound	GLP1R ag
CC(=O)N(Cc1cccnc1)Cc1cc2ccc(C)cc2[nH]c1=O	-8%
O=C(Cn1c(=O)oc2ccccc21)Nc1n[nH]c(=S)s1	-2%
Cc1c(Cl)cccc1NC(=O)[C@@H](NC(=O)c1ccccc1Cl)C(C)C	3%

Next part.
Below each compound – KB-V1 MDR tox, HT1080 IDH1KD tx, SW480 rerep, GLP1R ag, GLP1R inv ag, TDP-43 yeast inh, GLP1R cytotox, KB-3-1 cytotox, HT1080NT lethal
CCOc1ccc(C2c3c(-c4cc(C)ccc4O)n[nH]c3C(=O)N2Cc2cccnc2)cc1OCC (stereo not given)
  0%, ·, ·, ·, 34%, 4%, -4%, -3%, ·
CCC1=Nc2cc(C(=O)NCCN(CC)CC)ccc2Sc2ccccc21
  0%, ·, ·, -3%, ?, 3%, 5%, -6%, ·
CN1CCN(C(=O)c2cnn(-c3cccc(F)c3)c2C2CCN(C(=O)OC(C)(C)C)CC2)CC1
  11%, ·, ·, ·, 1%, -14%, 7%, 10%, ·
CC1(c2nnnn2Cc2ccccc2)CCC(=O)N1CCOc1ccccc1 (stereo not given)
  ?, -4%, ·, 0%, 0%, 8%, 1%, -2%, 1%
Cc1ccc(Cn2c(N3CCCCCC3)nc3c2c(=O)[nH]c(=O)n3C)cc1
  ?, -15%, -3%, 2%, 2%, 0%, -2%, 17%, -18%
CNC(=O)c1cc2c(=O)n3cc(C)ccc3nc2n(C(C)C)c1=N
  4%, 9%, ?, -2%, 32%, -11%, ·, -5%, -1%
O=C(CNC(=S)N(CCCN1CCOCC1)Cc1cccs1)NC1CC1
  0%, 14%, 0%, 4%, 14%, 0%, 7%, 6%, 22%
CC(C)c1ccc(NC(=O)CSc2n[nH]c(=O)n2Cc2ccco2)cc1
  ?, -21%, -7%, 3%, -42%, 6%, -8%, ?, ?
CCC(=O)Nc1ccc(NC(=O)CSc2nnc(-c3ccco3)n2C)cc1
  1%, 18%, 0%, 9%, 19%, -6%, -4%, 1%, 17%
